Screening data as filed in PubChem.
E coli growth: reduces bacterial viability in AddAB counter-screen; E. coli V3065 growth, OD600 absorbance, 18 h; inhibition, % at 11.9 µM; 0.27% of 330,000 active;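 active = inhibition above the campaign's mean inhibition across all tested compounds plus 3 SD, cut at about 9.9% in these data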;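 also: uninfected addAB+ strain grown without phage in ampicillin broth; 0% = DMSO wells and 100% = ciprofloxacin 0.95 µg/ml wells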
HTR5A ag ctr: HTR5A agonism, opioid heterodimer counter-screen; P47898; HTR5A agonist assay, luminescence, cell-based; activation, % at 9.3 µM; 0.61% of 340,000 active; in the data active = activation mostly above about 9.5%, no sharp cut-off; inactive = mostly below about 7.6%;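 also: 0% = cells with vehicle only and 100% = reference agonist; strong numbers were not always called active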
PKA-R1A activ: PKA-R1A complex activation. 0.083% of 340,000 active. AID 504707. P00514+P68181. activation, % at 11.4 µM. PKA-R1A dissociation, Cy5-IP20 fluorescence polarization; scaled: DMSO 0%, 113 µM cGMP 100%;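 active = percent activation above the mean of all tested compounds plus 3 SD, cut at about 19% in these data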;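 also: higher means more PKAc released from R1A so a rise in polarization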
SUMO Mot1 rescue: inhibitors of SUMOylation pathway: yeast Mot1-301 growth rescue; S. cerevisiae Mot1-301 growth rescue, ATP luminescence, 38.5C; percent above DMSO median, 100 means doubled; growth rescue, % at 18.8 µM; 1% of 320,000 active;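 active = every valid replicate shows activation above 250% relative to neutral control wells; inactive = the rest, any valid replicate at or below 250%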;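 also: OY570 slx delta 5 strain wells were the positive control but not used for scaling; some compounds called inactive have numbers as strong as hits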
OPRM1-OPRD1 inv: inverse agonist of human OPRM1-OPRD1 heterodimerization; AID 504357; inhibition, % at 9.3 µM; cell-based MOR-DOR heterodimer luminescence, inverse agonism; 0.21% of 340,000 active; P35372+P41143; in the data active = inhibition above about 22%, passing the limit was not always enough;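 also: 0% = cells with DMSO and 100% = wells without cells with DMSO; values of inactives mirror those of a sister screen read the other way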
AddAB inh: less growth of phage-infected E. coli with AddAB. E. coli expressing H. pylori AddAB, absorbance growth. inhibition, % at 11.9 µM. 0.29% of 330,000 active. AID 435030; in the data active = inhibition above about 12%;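 also: 0% = vehicle wells of infected cells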
OPRM1-OPRD1 ag: agonists of human mu-delta opioid receptor heterodimerization; P35372+P41143; activation, % at 9.3 µM; cells, OPRM1-OPRD1 heterodimerization, luminescence; 0.3% of 340,000 active; in the data active = activation above about 18%;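 also: 0% = vehicle-treated cells and 100% = reference agonist; values of inactives mirror those of a sister screen read the other way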
PfHsp90 set2: reduces growth (ATP signal) of yeast expressing P. falciparum Hsp90; S. cerevisiae expressing PfHsp90, BacTiter-Glo ATP, 48 h; yeast lacking PDR1 and PDR3 efflux regulators; inhibition, % at 9.4 µM; 0.32% of 310,000 active; AID 504621;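 active = every replicate shows inhibition above about 80%, whatever the replicate mean, limit read from the data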;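 also: 0% = DMSO neutral controls and 100% = 20 µM radicicol positive controls; yeast relying on Plasmodium falciparum Hsp90 in place of its own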
HTR5A inv ctr: inverse agonist of human HTR5A in OPRM1-OPRD1 counter-screen. P47898. HTR5A cell line, luminescence, inverse agonism. inhibition, % at 9.3 µM. 0.083% of 340,000 active; in the data active = inhibition mostly above about 23%, no sharp cut-off; inactive = mostly below about 18%;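 also: 0% = cells with DMSO and 100% = no-cell wells with DMSO; some compounds called inactive have numbers as strong as hits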
Pemphigus Ab inh: blocks pemphigus antibody binding to human desmoglein-3 | binding (percent of control), % at 10 µM | AID 588358 | P32926 | DSG3-coupled beads, scFv-anti-DSG3-GFP binding, flow cytometry; stronger effect = lower value | 0.48% of 310,000 active;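 active = binding more than 3 SD below its plate's average and above zero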;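 also: hits lower antibody fragment binding to DSG3; some compounds called inactive have numbers as strong as hits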
Target sequence (P32926 whole entry, looked up, the tested form may be a part): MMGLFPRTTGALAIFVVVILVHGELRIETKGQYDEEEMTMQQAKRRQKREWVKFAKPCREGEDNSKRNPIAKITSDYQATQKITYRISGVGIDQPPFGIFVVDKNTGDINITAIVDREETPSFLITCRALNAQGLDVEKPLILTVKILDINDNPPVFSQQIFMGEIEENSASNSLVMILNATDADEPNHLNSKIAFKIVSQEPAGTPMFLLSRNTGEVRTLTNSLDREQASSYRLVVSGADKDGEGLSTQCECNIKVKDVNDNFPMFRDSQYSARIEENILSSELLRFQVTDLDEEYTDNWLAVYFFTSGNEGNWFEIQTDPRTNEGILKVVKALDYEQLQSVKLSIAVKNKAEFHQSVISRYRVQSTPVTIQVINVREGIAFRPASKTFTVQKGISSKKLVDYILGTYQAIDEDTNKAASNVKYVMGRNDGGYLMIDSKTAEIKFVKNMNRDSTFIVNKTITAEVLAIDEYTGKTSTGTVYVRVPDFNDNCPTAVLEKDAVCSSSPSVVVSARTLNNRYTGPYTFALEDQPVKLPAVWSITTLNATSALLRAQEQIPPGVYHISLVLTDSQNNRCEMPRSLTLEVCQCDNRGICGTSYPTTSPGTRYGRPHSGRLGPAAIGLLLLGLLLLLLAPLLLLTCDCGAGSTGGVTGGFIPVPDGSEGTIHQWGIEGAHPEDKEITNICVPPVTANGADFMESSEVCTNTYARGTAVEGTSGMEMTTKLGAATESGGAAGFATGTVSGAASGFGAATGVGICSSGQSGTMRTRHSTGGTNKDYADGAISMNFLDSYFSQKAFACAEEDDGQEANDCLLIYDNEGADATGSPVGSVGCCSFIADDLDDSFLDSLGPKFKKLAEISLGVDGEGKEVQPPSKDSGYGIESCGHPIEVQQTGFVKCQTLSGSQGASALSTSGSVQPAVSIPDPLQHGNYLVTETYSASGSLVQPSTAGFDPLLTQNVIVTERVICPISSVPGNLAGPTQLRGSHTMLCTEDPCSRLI
phage Ecoli inh: E. coli growth loss with phage present; growth absorbance; inhibition, % at 11.9 µM; 0.26% of 360,000 active; AID 651602; in the data active = inhibition above about 11%
Starred values were filed as active, the others as inactive; nt = not tested or not shown.

SMILES	E coli growth	HTR5A ag ctr	PKA-R1A activ	SUMO Mot1 rescue	OPRM1-OPRD1 inv	AddAB inh	OPRM1-OPRD1 ag	PfHsp90 set2	HTR5A inv ctr	Pemphigus Ab inh	phage Ecoli inh
N#Cc1ccc(NC(=S)NCCN2CCOCC2)cc1	0.2	1	-3	4	10	-0.2	-2.0	25	-2	101	0.3
CCOC(=O)c1c(NC(=O)CSc2ncccn2)sc(C(=O)NC)c1C	-0.7	1	-9	-2	15	-2.7	-3.0	-2	3	97	3.0
O=C(Cn1cnc2cc([N+](=O)[O-])ccc2c1=O)Nc1ccccc1-c1ccccc1	-0.2	7	2	4	-27	0.4	5.3	-22	-21	99	-1.7
C=CCN(c1ccccc1)S(=O)(=O)c1cccc(C(=O)NNC(=O)c2ccccc2O)c1	-0.4	5	-3	6	7	12*	-1.1	-2	-15	99	4.6
COC(=O)N/N=C/c1cc(Cl)c(OCc2ccc(F)cc2)c(OC)c1	0.9	7	-8	-11	-1	2.8	0.2	7	7	74	4.2
Cc1ccc(C2=N/C(=C\c3cccnc3)C(=O)O2)cc1	-0.3	6	12	112	-2	0.9	0.3	7	-42	nt	0.5
N/C(=N/O)c1nc(N2CCCCC2)nc(N2CCCCC2)n1	-1.6	-2	3	2	6	-2.4	-1.1	9	-9	96	-1.6
O=C(N1CCOCC1)N1CCN(Cc2ccccc2)CC1	0.1	-6	0	6	1	2.1	-0.1	nt	16	94	1.7
COc1ccc(/C=N/NC(=O)c2c(C)nc3ccc(Br)cn23)cc1OC	-1.1	-2	-2	-7	14	-3.6	-2.8	-5	25	nt	2.0
O=C(CCC(=O)c1cccs1)NCC(c1ccc(F)cc1)N1CCOCC1 (centres undefined)	-1.1	5	7	-10	11	0.4	-2.8	nt	26	101	1.8
Cc1ccc(C)c(S(=O)(=O)NC2CCS(=O)(=O)C2)c1 (centres undefined)	2.5	-2	5	-6	12	-1.2	-2.1	nt	6	119	2.3
Cc1occc1C(=O)NNC(=S)Nc1cccc([N+](=O)[O-])c1	-0.8	-8	-5	nt	21	-6.3	-3.6	2	9	105	-0.6
Oc1ccccc1C(=S)N1CCN(C(=S)c2ccccc2O)CC1	-3.2	1	0	201	4	-2.0	-0.8	17	-3	99	-0.1
O=C(c1c[nH]c2ccccc2c1=O)N1CCCCCC1	-1.8	0	7	9	0	0.5	0.0	7	1	102	1.8
O=C1CCCCC1CCc1ccncc1 (centres undefined)	nt	-2	7	nt	12	nt	-2.5	-5	9	94	3.0

Grouped by structure: the compounds so far with a nitro group on carbon
SMILES	E coli growth	HTR5A ag ctr	PKA-R1A activ	SUMO Mot1 rescue	OPRM1-OPRD1 inv	AddAB inh	OPRM1-OPRD1 ag	PfHsp90 set2	HTR5A inv ctr	Pemphigus Ab inh	phage Ecoli inh
O=C(Cn1cnc2cc([N+](=O)[O-])ccc2c1=O)Nc1ccccc1-c1ccccc1	-0.2	7	2	4	-27	0.4	5.3	-22	-21	99	-1.7
Cc1occc1C(=O)NNC(=S)Nc1cccc([N+](=O)[O-])c1	-0.8	-8	-5	nt	21	-6.3	-3.6	2	9	105	-0.6

Going on with the list.
SMILES	E coli growth	HTR5A ag ctr	PKA-R1A activ	SUMO Mot1 rescue	OPRM1-OPRD1 inv	AddAB inh	OPRM1-OPRD1 ag	PfHsp90 set2	HTR5A inv ctr	Pemphigus Ab inh	phage Ecoli inh
COc1ccccc1C1C=C(c2ccc(C)cc2)Nc2nnnn21 (centres undefined)	-7.7	0	-6	-6	7	-3.8	-1.1	-3	-9	nt	1.7
COc1ccc(NC(=O)CCc2nnc3ccc(N4CCC(C)CC4)nn23)cc1OC	1.1	4	-3	-15	14	3.9	-2.8	-25	-7	103	0.1
c1ccc(-n2ncc3c(NCCN4CCOCC4)ncnc32)cc1	-0.5	-3	0	147	8	-2.2	-1.7	nt	9	96	1.3
CN(C)S(=O)(=O)c1ccc(C(=O)Nc2ccccc2SCCC#N)cc1	0.8	-2	-9	4	-1	-0.2	0.2	-10	-22	90	3.3
COC(=O)c1ccc(C(=O)OC)c(NC(=O)N2c3ccccc3Sc3ccccc32)c1	-1.2	2	-5	-12	8	2.5	-1.4	-20	-5	109	3.3
Cc1ccc(S(=O)(=O)N2CCSC2c2ccco2)cc1 (centres undefined)	-1.2	-1	-1	19	4	1.4	-1.0	-19	2	99	-0.3
CCn1c(SCC(=O)c2c[nH]c3ccccc23)nc2cc(S(=O)(=O)N3CCOCC3)ccc21	-2.7	1	-1	7	0	-1.0	0.0	-21	17	124	2.9
Cc1ccc(C2C(C(=O)c3cccs3)=C(O)C(=O)N2c2cccc(C)n2)cc1 (centres undefined)	0.3	1	-5	19	15	6.7	-2.9	-5	-19	116	-1.3
CC(=O)Nc1ccc(S(=O)(=O)N2CCN(c3cc4c(cc3[N+](=O)[O-])n(C)c(=O)n4C)CC2)cc1	-3.4	1	-7	-22	7	0.1	-1.2	nt	5	133	0.9
COc1cc(OC)cc(C(=O)NCc2ccc(-n3cccc3)cc2)c1	-0.9	-3	11	nt	12	-1.1	-2.5	nt	8	110	2.1
Cc1ccc(NC(=O)C(Cc2ccccc2)N2C(=O)C3C4CCC(C4)C3C2=O)cc1Cl (centres undefined)	1.0	7	-9	1	-38	-1.2	7.4	nt	-21	nt	1.2
CCOC(=O)c1cn(Cc2ccc(C)cc2)c2cc(F)ccc2c1=O	-3.6	0	1	-3	5	1.2	-1.2	14	0	107	2.0
COc1ccc(NC(=O)CSc2nnc(NC(=O)C3CCC3)s2)c(OC)c1	-3.0	-6	6	163	6	1.5	-0.7	-1	17	nt	-1.2
Cc1nn(C)c(C)c1NC(=O)CCCSc1nc(-c2ccco2)cc(C(F)(F)F)n1	-1.5	8	-4	-9	6	1.0	-1.0	-11	-22	95	1.2
COc1ccccc1CNC(=O)CN(Cc1ccc(Cl)cc1)S(C)(=O)=O	0.7	4	-8	0	15	4.0	-2.9	8	-11	108	2.3
COc1ccc(C(=O)N2CCN(S(=O)(=O)c3ccc(C)cc3C)CC2)cc1S(=O)(=O)N1CCOCC1	nt	5	-10	nt	7	nt	-1.6	-25	-13	nt	-0.3
COC(=O)c1ccccc1NC(=O)COC(C)=O	-2.3	4	-1	-17	4	1.6	-0.8	17	21	113	1.7
O=C(c1ccccc1)N(Cc1ccc(F)cc1)Cc1nc2ccccc2c(=O)[nH]1	1.2	4	5	33	-4	3.0	0.7	-12	-5	85	3.1
Cc1cccc(C)c1NC(=O)CN(C)C(=O)Cc1cccc(C(F)(F)F)c1	-2.1	-2	-1	133	-11	1.7	1.3	-9	5	116	1.5
CCN1CCN(c2ncnc3sc(C(=O)Nc4ccccc4F)c(C)c23)CC1	0.7	-1	0	15	3	2.1	-0.6	-3	2	110	-0.1
Cc1cccc(OCCCn2c(=O)oc3ccc(C)cc32)c1	-0.2	1	-14	-9	-20	0.4	3.7	-14	-3	107	-1.4
CCOC(=O)CN1NC2(CCC(C(C)(C)C)CC2)NC1=S (centres undefined)	0.2	7	0	500*	-10	2.1	1.7	1	-66	nt	-1.1
O/N=C1\CC/C(=N\O)c2nn(-c3ccc(Cl)cc3Cl)nc21	1.0	1	0	10	-10	3.5	1.6	-2	-4	99	3.9
COC(=O)c1ccccc1NC(=S)NC(=O)c1ccccc1C	1.4	-4	-12	-15	8	0.4	-1.4	nt	-2	99	1.3
Cc1ccnc(SCCn2c(N(C)Cc3ccccc3)nc3c2c(=O)n(C)c(=O)n3C)n1	-2.0	4	-4	1	8	-2.8	-1.3	-7	-4	112	1.5
COC(=O)C1=C(C(=O)OC)SC(=C2C(=S)C(C)(C)N(C(=O)C(C)C)c3ccccc32)S1	1.4	4	-10	517	7	1.5	-1.2	12	7	118	1.8
Nc1nc(=O)c2ccccc2s1	nt	6	3	nt	15	nt	-3.0	-6	-22	nt	2.2
O=C(O)c1ccccc1Nc1ccnc(Cl)n1	0.2	-9	-4	0	10	0.5	-1.9	2	1	96	-0.4
CC1(C)CNC(=O)c2sc(N3CCOCC3)nc2C1	0.1	-3	8	475	2	-0.7	-0.4	-27	-17	99	0.4
CCN(c1ccccc1)S(=O)(=O)c1ccc(NC(=S)NC(=O)c2ccc(Br)o2)cc1	1.9	-4	-6	-4	-5	0.5	0.8	-42	10	78	1.5
CC(NC(=O)CSc1n[nH]c(=O)[nH]c1=O)C1CC2CCC1C2 (centres undefined)	-0.8	2	-9	4	14	-1.9	-2.7	-2	-5	99	-2.3
Cc1cc2c(c(SCC(=O)NCc3ccc(Cl)cc3)n1)C(=O)OC2	0.9	-3	-5	nt	12	1.3	-2.5	nt	8	113	-2.3
O=C(NC(=S)NCC1CCCO1)c1ccco1 (centres undefined)	2.4	2	1	-19	8	-2.0	-1.7	-61	-7	104	2.0
O=C(CNC(=O)c1ccccc1F)NCCc1ccc(Cl)cc1Cl	0.1	0	-6	9	-5	-2.4	0.8	7	1	nt	1.3
COC(=O)C(=CC(=CN(C)C)C=C(C(=O)OC)C(=O)OC)C(=O)OC	-0.6	-3	-2	11	22	-0.6	-4.4	-27	8	nt	0.1
C=CCOc1ccc2ccccc2c1CNn1c(C)n[nH]c1=S	-1.7	0	-7	-2	-1	0.7	0.3	4	-2	93	3.4
COc1ccc(NC(=S)NNc2ccc(C(=O)O)cc2)cc1	-1.1	2	-5	-11	-18	3.8	2.8	-17	-5	106	0.6
CCCN1C(=O)CN(C2CCCCCC2)C(=O)C1c1ccc(C)cc1 (centres undefined)	3.3	3	-7	-11	4	1.3	-0.7	10	2	104	1.8
NC(=O)c1nsc(C(=O)N(c2cccc(F)c2)C(C(=O)NC2CCCC2)c2ccco2)c1N (centres undefined)	0.9	-2	3	-21	-35	3.8	5.6	10	-6	97	-0.1
O=C(CSc1nc(O)c(Cc2ccccc2)c(=O)[nH]1)Nc1ccccc1	3.3	1	6	17	14	4.3	-2.6	24	12	97	2.6
CCOC(=O)c1cccc(NC(=O)N2CCOCC2)c1	0.3	4	-13	4	0	-0.2	-0.1	-5	-12	107	0.4
Cc1cccc(N2CCN(C(=O)c3ccc(N4CCCC4=O)cc3)CC2C)c1 (centres undefined)	0.8	0	-10	-7	4	2.1	-0.7	-2	-3	87	2.2
CC1CCCCN1C(=O)CCC(=O)Nc1nnc(C2CCCCC2)s1 (centres undefined)	0.3	2	0	-15	3	2.6	-0.6	9	18	nt	3.4
COc1ccc(C(CNC(=O)CSc2ccc(Br)cc2)N2CCOCC2)cc1 (centres undefined)	0.4	-3	1	39	2	5.2	-0.3	-6	7	100	2.3
CCN(C[C@H]1N[C@@](Cc2ccccc2)(C(=O)OC)[C@H]2C(=O)N(C)C(=O)[C@@H]12)C(=O)c1ccccc1	-0.4	-2	5	3	10	1.9	-2.2	-7	6	102	3.2
NNC(=O)CNc1ccccc1Cl	-1.8	6	3	-9	10	4.0	-1.9	-3	-14	109	5.8
CCOc1ccc(CN2CCNC(=O)C2CC(=O)OC)cc1 (centres undefined)	-1.1	1	-6	10	6	-3.1	-0.9	-6	-3	112	2.8
CC(C)(C)C1CCC(=NNc2nc3ccccc3[nH]2)CC1 (centres undefined)	2.0	-1	-4	28	7	0.5	-1.2	0	1	105	1.8
O=C(NCCCn1ccnc1)/C(=C/c1ccco1)NC(=O)c1ccco1	2.3	2	-6	-11	15	0.3	-3.0	3	17	93	2.1
